GC-B act: human GC-B receptor activators, primary screen, HEK293 GC-B cells, cGMP TR-FRET, EC30 CNP; activation, % at 10 µM; hit rate 0.11% among 370,000; Atrial natriuretic peptide receptor 2 (Homo sapiens), P20594; 0% at EC30 CNP, 100% saturating CNP; AID 1920062, 2024;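 active = activation at 10 µM reaching about 35% in either raw or pattern-adjusted values, limit read from the data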
Target sequence (P20594 whole entry, looked up): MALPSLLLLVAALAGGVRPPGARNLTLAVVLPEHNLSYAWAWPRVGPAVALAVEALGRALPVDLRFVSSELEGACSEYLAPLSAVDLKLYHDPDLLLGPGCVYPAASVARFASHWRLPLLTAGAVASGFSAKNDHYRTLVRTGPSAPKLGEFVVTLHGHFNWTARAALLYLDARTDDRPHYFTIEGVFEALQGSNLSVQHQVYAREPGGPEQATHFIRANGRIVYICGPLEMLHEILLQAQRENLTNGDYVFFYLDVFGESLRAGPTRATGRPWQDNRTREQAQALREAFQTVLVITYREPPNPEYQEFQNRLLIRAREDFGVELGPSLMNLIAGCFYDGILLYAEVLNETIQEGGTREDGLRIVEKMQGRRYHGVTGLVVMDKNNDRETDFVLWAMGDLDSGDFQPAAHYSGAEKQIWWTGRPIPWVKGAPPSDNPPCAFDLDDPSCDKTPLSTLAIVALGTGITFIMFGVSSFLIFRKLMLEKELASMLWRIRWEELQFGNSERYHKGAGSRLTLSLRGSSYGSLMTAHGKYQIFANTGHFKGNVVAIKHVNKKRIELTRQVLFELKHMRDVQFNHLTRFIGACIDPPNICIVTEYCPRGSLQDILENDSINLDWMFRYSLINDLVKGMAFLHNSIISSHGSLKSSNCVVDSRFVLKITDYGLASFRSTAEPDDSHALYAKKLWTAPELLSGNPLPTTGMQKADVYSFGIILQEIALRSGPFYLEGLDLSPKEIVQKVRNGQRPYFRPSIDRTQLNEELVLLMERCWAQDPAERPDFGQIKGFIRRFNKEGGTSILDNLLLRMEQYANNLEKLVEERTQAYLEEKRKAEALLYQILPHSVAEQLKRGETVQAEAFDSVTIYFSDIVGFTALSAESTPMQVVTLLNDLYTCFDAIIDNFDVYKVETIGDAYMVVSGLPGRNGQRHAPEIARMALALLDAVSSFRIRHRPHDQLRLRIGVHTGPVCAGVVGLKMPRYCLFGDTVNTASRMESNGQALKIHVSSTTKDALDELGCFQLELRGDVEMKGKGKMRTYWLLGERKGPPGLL
HTRA1 inh: HTRA1 serine protease inhibitors, primary screen, biochemical, fluorescence polarization, HTS | AID 504803, 2011 | hit rate 0.5% among 340,000 | Q92743 | recombinant HTRA1, FP-rhodamine activity-based probe | inhibition, % at 5.96 µM; in the data active = inhibition above about 36%;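 also: 0% = enzyme with DMSO and 100% = wells lacking enzyme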
MBD2 DNA inh: inhibitors of MBD2 binding to methylated DNA, primary screen, biochemical, TR-FRET, DNA-binding domain, human; MBD2 binding to methylated oligonucleotide; hit rate 0.31% among 370,000; inhibition, % at 4.4 µM; AID 686964, 2013; Methyl-CpG-binding domain protein 2 (Homo sapiens), Q9UBB5; in the data active = inhibition above about 13%
SIAE inh: human SIAE inhibitors, primary screen, biochemical, fluorescence polarization, FP-Rh probe, 1536-well HTS; Sialate O-acetylesterase (Homo sapiens), Q9HAT2; SIAE FP-Rh probe binding; inhibition, % at 9.66 µM; hit rate 0.69% among 370,000; AID 1053197, 2014;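 active = inhibition above a cutoff: mean of compounds within the control limits plus 3 SD of those, cut at about 17% in these data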;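 also: 0% = plate median of compound wells and 100% = probe without SIAE protein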
rCAG binder: binders of r(CAG) RNA repeats, primary screen, biochemical, fluorescence | r(CAG) RNA repeat, TO-PRO-1 dye displacement fluorescence | inhibition, % at 3 µM | hit rate 1.3% among 370,000 | AID 651821, 2012;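 active = inhibition above the plate cutoff, the mean of all test compounds on that plate plus 3 SD, cut at about 35% in these data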;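 also: 0% = DMSO alone and 100% = 100 µM mitoxantrone as full dye displacement; higher means more dye released from RNA so lower well fluorescence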
PRMT1 inh: PRMT1 methyltransferase inhibitors, primary screen, biochemical, fluorescence polarization; Protein arginine N-methyltransferase 1 (Homo sapiens), Q99873; recombinant PRMT1, activity-based probe fluorescence polarization; inhibition, % at 2.79 µM; hit rate 1.3% among 370,000;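 active = inhibition above about 21% made by adding two undisclosed values, limit read from the data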
UHRF1 binding: UHRF1 methylated DNA binding inhibitors, primary screen, counter-screen for MBD2 inhibitor project, biochemical, TR-FRET, human UHRF1, single concentration | UHRF1 binding to methylated oligo | AID 687016, 2013 | hit rate 0.75% among 370,000 | inhibition, % at 4.4 µM | E3 ubiquitin-protein ligase UHRF1 (Homo sapiens), Q96T88; in the data active = inhibition above about 21%;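 also: UHRF1 SRA domain binding a hemimethylated CpG hairpin DNA probe; 0% = median of test compound wells and 100% = reference inhibitor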
TCR CD3 inh: inhibitors of human TCR-CD3 interaction, primary screen, biochemical, fluorescence, TAMRA-labeled TCR probe; T-cell receptor (TCR); inhibition, % at 9.4 µM; hit rate 0.37% among 360,000; in the data active = inhibition above about 19%;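 also: recombinant mutant TCR 2C K166C tagged with TAMRA read by polarization; 0% = receptor in buffer alone and 100% = receptor with positive control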
ABHD4 inh: ABHD4 inhibitors, primary screen, biochemical, fluorescence polarization, mouse; inhibition, % at 8.92 µM; (Lyso)-N-acylphosphatidylethanolamine lipase (Mus musculus), Q8VD66; hit rate 0.54% among 370,000; purified mABHD4, FP-Rh probe fluorescence polarization;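 active = inhibition exceeding the mean over every tested compound plus 3 SD, cut at about 30% in these data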;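 also: 0% = plate median of compound wells and 100% = S159A mutant with DMSO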
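Assay system: wild-type mouse ABHD4 protein; compound: single nominal dose of 8.92 µM, 0.89% DMSO final; schedule: 45 min + 60 min at 25 °C; measured by: FP readout, ex 525 nm / em 598 nm; evaluation: % inhibition of FP-Rh probe binding versus controls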
GC-A act: GC-A stimulated cGMP production enhancers – HEK293 GC-A cells, cGMP TR-FRET, EC30 ANP, primary screen; hit rate 0.14% among 370,000; AID 1671463, 2021; activation, % at 10 µM; 0% at EC30 ANP, 100% saturating ANP; Atrial natriuretic peptide receptor 1 (Homo sapiens), P16066; in the data active = activation above about 40%
Active calls of the source: *.

The opening 3 entries as a preview:
For O=C(Nc1cccc(OC(F)(F)F)c1)C1Cc2c(-c3ccc4c(c3)OCO4)ccnc2O1 (centres undefined) the results were GC-B act 13, MBD2 DNA inh -3, SIAE inh -35, rCAG binder 4, PRMT1 inh 2, UHRF1 binding -1, TCR CD3 inh -5, ABHD4 inh -9 and GC-A act 9.
COC(=O)NNC(=O)COc1cc(C)ccc1C was read as GC-B act 9, HTRA1 inh -1, MBD2 DNA inh 4, SIAE inh -2, rCAG binder 2, PRMT1 inh 2, UHRF1 binding 0, TCR CD3 inh -1, ABHD4 inh -6 and GC-A act 0.
`COc1ccc(/C=N/N2C(=O)C3C4C=CC(CC4)C3C2=O)c(OC)c1` (centres undefined) gave GC-B act -1, HTRA1 inh -1, MBD2 DNA inh -1, SIAE inh -5, rCAG binder -4, PRMT1 inh -1, UHRF1 binding -2, TCR CD3 inh 2, ABHD4 inh -8 and GC-A act -1.

This part in full (from the top)
For O=C(Nc1cccc(OC(F)(F)F)c1)C1Cc2c(-c3ccc4c(c3)OCO4)ccnc2O1 (centres undefined) the results were GC-B act 13, MBD2 DNA inh -3, SIAE inh -35, rCAG binder 4, PRMT1 inh 2, UHRF1 binding -1, TCR CD3 inh -5, ABHD4 inh -9 and GC-A act 9.
COC(=O)NNC(=O)COc1cc(C)ccc1C was read as GC-B act 9, HTRA1 inh -1, MBD2 DNA inh 4, SIAE inh -2, rCAG binder 2, PRMT1 inh 2, UHRF1 binding 0, TCR CD3 inh -1, ABHD4 inh -6 and GC-A act 0.
`COc1ccc(/C=N/N2C(=O)C3C4C=CC(CC4)C3C2=O)c(OC)c1` (centres undefined) gave GC-B act -1, HTRA1 inh -1, MBD2 DNA inh -1, SIAE inh -5, rCAG binder -4, PRMT1 inh -1, UHRF1 binding -2, TCR CD3 inh 2, ABHD4 inh -8 and GC-A act -1.
`O=C(CSc1nc2ccccc2o1)NCCOc1ccccc1` gave GC-B act 0, HTRA1 inh 3, MBD2 DNA inh 1, SIAE inh 0, rCAG binder 0, PRMT1 inh -1, UHRF1 binding -1, TCR CD3 inh 2, ABHD4 inh -5 and GC-A act 4.
O=C(Cc1ccc(-n2c(=S)[nH]c3ccccc3c2=O)cc1)N1CCC(N2CCCCC2)CC1 was read as GC-B act 1, HTRA1 inh 4, MBD2 DNA inh 2, SIAE inh 6, rCAG binder 0, PRMT1 inh 5, UHRF1 binding -3, TCR CD3 inh 2, ABHD4 inh -2 and GC-A act 5.
O=C(c1ccncc1)N1CCN(CCc2ccccc2)CC1 was read as GC-B act 5, HTRA1 inh 2, MBD2 DNA inh -1, SIAE inh 0, rCAG binder -5, PRMT1 inh -4, UHRF1 binding -3, TCR CD3 inh -3, ABHD4 inh 4 and GC-A act 0.
COc1cc(Cl)c(C)cc1NC(=O)CSc1nnc(CN2CCCC2)o1 was read as GC-B act 1, HTRA1 inh 9, MBD2 DNA inh 6, SIAE inh 0, rCAG binder 2, PRMT1 inh 1, UHRF1 binding 4, TCR CD3 inh -6, ABHD4 inh -1 and GC-A act 0.
`CC(C)C[C@@H](COCc1ccc(C(F)(F)F)cc1)N1CCN(C(=O)c2ccc(C(F)(F)F)cc2)CCC1=O` gave GC-B act 0, MBD2 DNA inh -2, SIAE inh 4, rCAG binder 1, PRMT1 inh 0, UHRF1 binding 0, TCR CD3 inh 2, ABHD4 inh -10 and GC-A act 2.
`O=C(Cc1ccccc1)c1c[nH]c(C(=O)NCc2ccncc2)c1` gave GC-B act 2, HTRA1 inh -1, MBD2 DNA inh 0, SIAE inh -1, rCAG binder -1, PRMT1 inh -3, UHRF1 binding 3, TCR CD3 inh 7, ABHD4 inh -1 and GC-A act -3.
`COc1cccc(C(=Cc2ccc([N+](=O)[O-])cc2)C(=O)O)c1` gave GC-B act -4, HTRA1 inh 1, MBD2 DNA inh 2, SIAE inh -2, rCAG binder 5, PRMT1 inh 0, UHRF1 binding 6, TCR CD3 inh 3, ABHD4 inh -3 and GC-A act -2.
`CCc1nc(SCc2ccc(Br)cc2)n[nH]1` gave GC-B act 1, HTRA1 inh 0, MBD2 DNA inh -4, SIAE inh 0, rCAG binder 1, PRMT1 inh 0, UHRF1 binding 0, TCR CD3 inh -1, ABHD4 inh -2 and GC-A act 2.
Screening COc1cc([N+](=O)[O-])ccc1NC(=O)CCCOc1ccccc1 returned GC-B act 4, HTRA1 inh -9, MBD2 DNA inh 2, SIAE inh -2, rCAG binder 0, PRMT1 inh -1, UHRF1 binding -4, TCR CD3 inh 2, ABHD4 inh 2 and GC-A act 1.
`COc1ccc(S(=O)(=O)N2CCc3ccccc32)cc1[N+](=O)[O-]` gave GC-B act 1, HTRA1 inh -7, MBD2 DNA inh 0, SIAE inh 3, rCAG binder 3, PRMT1 inh -2, UHRF1 binding 0, TCR CD3 inh 0, ABHD4 inh -6 and GC-A act -6.
Screening COc1cc(/C=C(\C#N)C(=O)NCC2CCCO2)ccc1OC(C)C (centres undefined) returned GC-B act 4, HTRA1 inh -3, MBD2 DNA inh -5, SIAE inh 1, rCAG binder -5, PRMT1 inh -1, UHRF1 binding 0, TCR CD3 inh 3, ABHD4 inh 3 and GC-A act 3.
`CN(CCC#N)S(=O)(=O)c1ccc2c(c1)c(=O)n(C)c(=O)n2C` gave GC-B act -1, HTRA1 inh 2, MBD2 DNA inh 4, SIAE inh -6, rCAG binder 1, PRMT1 inh -3, UHRF1 binding 0, TCR CD3 inh -3, ABHD4 inh 6 and GC-A act 0.
For O=C(CNS(=O)(=O)c1c(Cl)cccc1Cl)OCC(=O)c1ccc[nH]1 the results were GC-B act 3, HTRA1 inh 10, MBD2 DNA inh 2, SIAE inh 2, rCAG binder 14, PRMT1 inh 0, UHRF1 binding 1, TCR CD3 inh 3, ABHD4 inh 7 and GC-A act -4.
`CCc1nc(SCc2ccccc2)n[nH]1` gave GC-B act 5, HTRA1 inh -2, MBD2 DNA inh 3, SIAE inh -6, rCAG binder 0, PRMT1 inh -1, UHRF1 binding 0, TCR CD3 inh 1, ABHD4 inh -4 and GC-A act 1.
For CNC(=O)COC(=O)c1nc(-n2nc(C)cc2C)ccc1Cl the results were GC-B act 2, HTRA1 inh -3, MBD2 DNA inh 1, SIAE inh -5, rCAG binder -1, PRMT1 inh -5, UHRF1 binding 2, TCR CD3 inh -4, ABHD4 inh -2 and GC-A act 0.
Screening O=C(c1sccc1Cl)N1CCC(n2nnc3ncccc32)CC1 returned GC-B act -3, MBD2 DNA inh -5, SIAE inh -3, rCAG binder -1, PRMT1 inh -4, UHRF1 binding -1, ABHD4 inh 5 and GC-A act -1.
For Cc1onc(-c2ccccc2)c1C(=O)OCC(=O)c1ccc(F)cc1 the results were GC-B act -4, HTRA1 inh -5, MBD2 DNA inh -4, SIAE inh 6, rCAG binder 5, PRMT1 inh -3, UHRF1 binding -4, TCR CD3 inh 3, ABHD4 inh -9 and GC-A act 3.
For COc1cc2c(cc1OC)CN(C1CCC(C)CC1)CC2 (centres undefined) the results were GC-B act 4, HTRA1 inh -4, MBD2 DNA inh 5, SIAE inh -3, rCAG binder -3, PRMT1 inh -1, UHRF1 binding 0, TCR CD3 inh -3, ABHD4 inh 2 and GC-A act 0.
Screening CC(C)CC1C(C#N)=C(N)SC(N)=C1C#N returned GC-B act 4, HTRA1 inh -21, MBD2 DNA inh 1, SIAE inh -8, rCAG binder 8, PRMT1 inh 9, UHRF1 binding 5, TCR CD3 inh -7, ABHD4 inh 7 and GC-A act 2.
`O=c1[nH]c2ccccc2cc1CN(c1ccccc1)S(=O)(=O)c1ccccc1` gave GC-B act -2, HTRA1 inh -3, MBD2 DNA inh -1, SIAE inh 0, rCAG binder 4, PRMT1 inh 2, UHRF1 binding 5, TCR CD3 inh 5, ABHD4 inh -3 and GC-A act -6.
COC(=O)c1c(NC(=O)COC(=O)c2ccc(O)cc2)sc2c1CCCCC2 was read as GC-B act 2, HTRA1 inh -10, MBD2 DNA inh 7, SIAE inh -16, rCAG binder 9, PRMT1 inh 0, UHRF1 binding 8, TCR CD3 inh -1, ABHD4 inh -8 and GC-A act -3.
`O=C(NCCCN1CCOCC1)NC12CC3CC(CC(C3)C1)C2` gave GC-B act 3, HTRA1 inh -1, MBD2 DNA inh 4, SIAE inh 2, rCAG binder -3, PRMT1 inh 1, UHRF1 binding 0, TCR CD3 inh 3, ABHD4 inh 0 and GC-A act 2.
`CC(C)N(Cc1ccccc1)C(=O)CCc1ccccc1` gave GC-B act -4, HTRA1 inh -1, MBD2 DNA inh -3, SIAE inh 10, rCAG binder -5, PRMT1 inh -3, UHRF1 binding -12, TCR CD3 inh -3, ABHD4 inh -4 and GC-A act -9.
For COc1ccc(NC(=O)c2cc(S(=O)(=O)N3CCCC3)ccc2OC)cc1 the results were GC-B act -5, HTRA1 inh 4, MBD2 DNA inh 4, SIAE inh -3, rCAG binder -3, PRMT1 inh 0, UHRF1 binding 1, TCR CD3 inh 0, ABHD4 inh 5 and GC-A act -3.
For COc1ccc(CCNC(=O)CCCCCN2C(=O)c3ccccc3C2=O)cc1OC the results were GC-B act 5, HTRA1 inh -2, MBD2 DNA inh -2, SIAE inh -5, rCAG binder -4, PRMT1 inh 1, UHRF1 binding -1, TCR CD3 inh 9, ABHD4 inh 8 and GC-A act -5.
`Cc1ccc(N=c2sc(C)c(C)n2C)cc1` gave GC-B act -8, HTRA1 inh 5, MBD2 DNA inh 4, SIAE inh 6, rCAG binder 1, PRMT1 inh -4, UHRF1 binding -3, TCR CD3 inh -3, ABHD4 inh -6 and GC-A act 4.
`CCOc1ccc(NCCC(=O)c2ccc3c(c2)OCO3)cc1` gave GC-B act -2, HTRA1 inh 7, MBD2 DNA inh -1, SIAE inh 7, rCAG binder -1, PRMT1 inh 8, UHRF1 binding -1, TCR CD3 inh 2, ABHD4 inh 0 and GC-A act 1.
For CCOC(=O)c1ccccc1N1C(=O)C2Sc3[nH]c(=O)sc3C(/C=C/c3ccccc3)C2C1=O (centres undefined) the results were GC-B act -1, HTRA1 inh -6, MBD2 DNA inh -6, SIAE inh 16, rCAG binder 54*, PRMT1 inh 13, UHRF1 binding -5, TCR CD3 inh 4, ABHD4 inh 21 and GC-A act 2.
For CC(C)[C@H](NC(=O)c1ccc(Cl)c(Cl)c1)C(=O)N1CCC[C@H]1C(=O)NCCc1ccccc1Cl the results were GC-B act 8, MBD2 DNA inh 0, SIAE inh -11, rCAG binder 1, PRMT1 inh 1, UHRF1 binding -1, TCR CD3 inh 4, ABHD4 inh -6 and GC-A act 8.
Screening C=CCSc1nnc(NC(=O)CCNC(=O)c2ccco2)s1 returned GC-B act -3, HTRA1 inh 3, MBD2 DNA inh 4, SIAE inh 2, rCAG binder 1, PRMT1 inh 3, UHRF1 binding -2, TCR CD3 inh 5, ABHD4 inh 4 and GC-A act 1.

Source: PubChem BioAssay (several laboratories)

A portion of the library. The share of hits here may be higher or lower than overall.
